Screens as filed in PubChem BioAssay.
Pf growth 48h: inhibits P. falciparum growth in the first generation, 48 h | P. falciparum luciferase growth in erythrocytes, 48 h | Potency, µM (series often up to 28.7 µM), inactives show at the highest dose activity change, negative = inhibition, hits mostly inhibitors | actives 5.9% (n = 310,000); note: potency is the fitted concentration of half-maximal effect; % is set by controls: 0 for no effect and ±100 for the full control effect
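In quantitative HTS format, infected erythrocytes bearing luciferase-reporter parasites were treated for a single generation at 37 C. Luminescence after adding detection reagent served as the growth measure.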
Tb PYK inh: blocks Trypanosoma brucei pyruvate kinase. TbPYK enzyme, Kinase-Glo Plus ATP luminescence, 45 min. AID 624173. Potency, µM (top dose mostly 76.8 µM), without a hit: top-dose activity, negative = inhibition, actives largely listed as inhibitors. actives 0.12% (n = 410,000); note: potency is the fitted concentration of half-maximal effect; % is set by controls: 0 for no effect and ±100 for the full control effect; nearly all actives have a fitted effect of over 50% in size
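Readout: single end-point luminescence (Kinase-Glo Plus, 10 min). Reaction conditions were TbPYK/substrate plus 130 uM ADP, 45 min at RT, pH 7.2 TEA buffer. No-enzyme wells served as controls, and data were normalized before concentration-response fitting.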
AmpC inh no detg: AmpC beta-lactamase inhibition without detergent. AmpC nitrocefin hydrolysis, absorbance 480 nm, 0.0001% Triton. Potency, µM (top dose mostly 57.1 µM), for inactives: at the highest dose activity change, negative = inhibition, usual class: inhibitors. actives 0.52% (n = 330,000);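 note: potency is the fitted concentration of half-maximal effect; plate controls were no compound for no effect and no enzyme for full effect; nearly all actives have a fitted effect of over 20% in size; some results filed as inactive show a strong effect at the top dose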
Target sequence (P00811 whole entry, looked up): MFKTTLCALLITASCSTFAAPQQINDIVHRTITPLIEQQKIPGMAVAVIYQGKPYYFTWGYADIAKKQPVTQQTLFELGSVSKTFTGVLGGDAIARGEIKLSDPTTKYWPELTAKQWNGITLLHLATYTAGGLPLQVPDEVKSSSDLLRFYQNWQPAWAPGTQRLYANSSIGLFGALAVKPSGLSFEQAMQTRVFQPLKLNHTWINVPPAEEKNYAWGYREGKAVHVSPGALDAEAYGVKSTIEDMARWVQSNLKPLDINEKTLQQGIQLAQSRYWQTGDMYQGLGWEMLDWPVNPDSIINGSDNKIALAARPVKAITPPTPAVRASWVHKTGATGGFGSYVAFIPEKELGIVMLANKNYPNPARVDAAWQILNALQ
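20 mM phosphate pH 7.0 + 0.01% (detergent screen) or 0.0001% Triton X-100; 5.3 nM AmpC reagent; cpd preinc 15 min RT; nitrocefin (800 uM stock) to start; A480 q20 s × 4 min; Activity was normalised to no-enzyme and no-compound control wells.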
CHX counter: affects cycloheximide protein synthesis inhibition readout, counter-screen | cell reporter, cycloheximide protein synthesis inhibition counterscreen | max response, % | actives 12% (n = 300,000); in the data active = max response mostly above about 13%, no sharp cut-off; inactive = mostly below about 14%; note: read at 38.3 µM for the half of the compounds with a filed dose; 0% is about no effect
Pf growth 96h: inhibits malaria parasite growth, 96 h; P. falciparum luciferase reporter growth, 96 h; actives 6.9% (n = 320,000); Potency, µM (doses to about 28.7 µM), inactives show at the highest dose activity change, negative = inhibition, hits mostly inhibitors; note: potency is the fitted concentration of half-maximal effect; % is set by controls: 0 for no effect and ±100 for the full control effect
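Readout is luminescence from an integrated firefly luciferase in P. falciparum. Red cells, 2% hematocrit and 0.05% parasitemia final, were cultured with compound through two parasite generations (96 hours) at 37 C, 5% CO2.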
LmPK inh: blocks Leishmania mexicana pyruvate kinase activity; Q27686; purified LmPK, Kinase-Glo ATP luminescence, 1 h; Potency, µM (top dose mostly 57.5 µM), inactives show top-dose activity change, negative = inhibition, most hits filed as inhibitors; actives 0.37% (n = 290,000); note: potency is the fitted concentration of half-maximal effect; % is set by controls: 0 for no effect and ±100 for the full control effect
Target sequence (Q27686 whole entry, looked up): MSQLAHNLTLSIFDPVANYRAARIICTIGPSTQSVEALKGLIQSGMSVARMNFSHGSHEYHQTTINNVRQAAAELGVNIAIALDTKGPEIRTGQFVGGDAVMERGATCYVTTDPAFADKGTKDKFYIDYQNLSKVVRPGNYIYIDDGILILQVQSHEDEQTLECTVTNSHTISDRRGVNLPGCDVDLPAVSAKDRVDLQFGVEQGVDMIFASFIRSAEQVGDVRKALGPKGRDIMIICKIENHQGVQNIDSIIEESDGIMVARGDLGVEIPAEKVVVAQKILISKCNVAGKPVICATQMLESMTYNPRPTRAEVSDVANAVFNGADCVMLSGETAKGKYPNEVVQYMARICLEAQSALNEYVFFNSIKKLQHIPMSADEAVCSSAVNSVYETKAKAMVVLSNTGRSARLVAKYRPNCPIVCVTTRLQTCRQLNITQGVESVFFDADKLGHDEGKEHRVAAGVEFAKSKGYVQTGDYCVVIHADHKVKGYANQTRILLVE
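qHTS format; LmPK 0.1 nM; substrates PEP 0.5 mM and ADP 0.1 mM. One-hour room-temperature incubation, then coupled luciferase luminescence; 0.5 nM enzyme wells mark activation.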
Shiga toxin inh: Shiga toxin inhibition; AID 2315; inhibition, % at 38.7 µM; Vero cells, Shiga toxin protein synthesis inhibition reporter; actives 9.2% (n = 290,000); in the data active = inhibition mostly above about 28%, no sharp cut-off; inactive = mostly below about 43%; note: 0% is about no effect
The depositor's hits bear a star; ? = inconclusive; / = not tested or not shown; & = joins results of further samples; [ ] = another dose, or the depositor's remark. Unless noted, calls come from the whole dose curve; as a rule, active = well fitted curve in the direction sought with a large enough effect; inconclusive = small, poorly fitted or top-dose-only effect, or another doubt; inactive = no such curve, though single readings can be large; an effect the other way counts as inactive or inconclusive.

SMILES	Pf growth 48h	Tb PYK inh	AmpC inh no detg	CHX counter	Pf growth 96h	LmPK inh	Shiga toxin inh
COc1cccc(NC(=O)CCS(=O)(=O)c2ccc3c(c2)oc(=O)n3C)c1	7%	-3%&-2%	-19%	-8	?	-5%	-4
Cc1ccc(NC(=O)CNS(=O)(=O)c2ccc(F)cc2)cc1C	6%	0%	-30%	6	/	-2%	52
N=C1/C(=C\c2ccc(-c3ccc(C(=O)O)cc3)o2)C(=O)N=C2SC=C(c3ccccc3)N12	?	-1%	-28%	10	5%	6%	2
CCc1ccc2nc3nc(C)cc(C)c3c(N)c2c1	?	0%	-8%	20*	1.7µM*	0%	91*
COCCn1c(=NC(=O)C(C)(C)C)sc2cc([N+](=O)[O-])ccc21	39%[activator]	1%	-14%	19*	91%[activator]	-1%	9
CCOc1ccc2nc(NCCO)[nH]c2c1	8%	-15%	-27%	1	175%[activator]	-4%	20
Cc1ccnc(NC(=O)CNC(=O)c2sc3ccccc3c2Cl)c1	146%[activator]	8%	-20%	/	225%[activator]	/	/
O=C(Nc1ccccc1C(=O)N1CCCCC1)c1cc(F)c(F)cc1Cl	-12%	9%	-10%	-1	101%[activator]	0%	-13
COc1ccc(OC(C)C(=O)N(C)Cc2nc(-c3ccc(OC)cc3)no2)cc1 (stereo not drawn)	3%	-2%	127%[activator]	-1	12%	-3%	-3
O=C(OCc1cc(Cl)ccc1OC(F)F)c1ccc([N+](=O)[O-])o1	-6%	/	2%	-4	20%	-5%	-3
CC(=O)N(CC1CCCO1)c1nnc(-c2ccccn2)s1 (stereo not drawn)	38%[activator]	0%	-16%	22	-6%	4%	42
O=C(NCCc1ccco1)C(=O)NCC1OCCCN1S(=O)(=O)c1cc(F)ccc1F (stereo not drawn)	-3%	-3%	-2%	21	2%	5%	-8
CC(C)CCN1NC2(CCC(C)CC2)NC1=S (stereo not drawn)	?	4%	-6%	-3	?	2%	8
CCc1ccc(-c2nc(CS(=O)CC(=O)NC3CC3)c(C)o2)cc1 (stereo not drawn)	25%	5%	1%	10	24%	0%	12
CNC(=O)C1C2C=CC3(O2)C1C(=O)N(CCOC)C3C(=O)NCc1ccc(OC)cc1 (stereo not drawn)	13%	5%	-12%	-4	-3%	-1%	-9
CCC(C)Sc1nnc(NC(=O)C2CCN(C(=O)c3ccco3)CC2)s1 (stereo not drawn)	-25%	2%	5%	-8	7%	-4%	16
COc1ccc(OC)c(S(=O)(=O)Nc2cc3c4c(c2)C(C)C(=O)N4CCC3)c1 (stereo not drawn)	?	2%	-4%	/	-19%	/	/
Cc1ccc2nc(Cl)c(C3CC(c4cccs4)=NN3C(=O)CCC(=O)O)cc2c1 (stereo not drawn)	0%	-5%	-8%	12	21%	-1%	-9
C=CCOc1ccc(/C=N/NC(=O)CC(=O)NC2CCCCC2)cc1	21%	3%	-3%	-4	-7%	4%	-7
CCc1cccc2c(C(=O)CN3C(=O)C(=O)N(C4CCCC4)C3=O)c[nH]c12	-17%	3%	-25%	/	-24%	/	/

Taken from the entries so far for reference:
SMILES	Pf growth 48h	Tb PYK inh	AmpC inh no detg	CHX counter	Pf growth 96h	LmPK inh	Shiga toxin inh
CCc1ccc(-c2nc(CS(=O)CC(=O)NC3CC3)c(C)o2)cc1 (stereo not drawn)	25%	5%	1%	10	24%	0%	12
CNC(=O)C1C2C=CC3(O2)C1C(=O)N(CCOC)C3C(=O)NCc1ccc(OC)cc1 (stereo not drawn)	13%	5%	-12%	-4	-3%	-1%	-9
CCC(C)Sc1nnc(NC(=O)C2CCN(C(=O)c3ccco3)CC2)s1 (stereo not drawn)	-25%	2%	5%	-8	7%	-4%	16
COc1ccc(OC)c(S(=O)(=O)Nc2cc3c4c(c2)C(C)C(=O)N4CCC3)c1 (stereo not drawn)	?	2%	-4%	/	-19%	/	/
Cc1ccc2nc(Cl)c(C3CC(c4cccs4)=NN3C(=O)CCC(=O)O)cc2c1 (stereo not drawn)	0%	-5%	-8%	12	21%	-1%	-9
C=CCOc1ccc(/C=N/NC(=O)CC(=O)NC2CCCCC2)cc1	21%	3%	-3%	-4	-7%	4%	-7
CCc1cccc2c(C(=O)CN3C(=O)C(=O)N(C4CCCC4)C3=O)c[nH]c12	-17%	3%	-25%	/	-24%	/	/

Next part:
SMILES	Pf growth 48h	Tb PYK inh	AmpC inh no detg	CHX counter	Pf growth 96h	LmPK inh	Shiga toxin inh
Cc1cccc(C)c1OCC(=O)Nc1ccccc1N1CCCCC1	12µM*	0%	-12%	-1	?	-2%	10
CCCCSc1nnc(-c2cc3c(C(F)(F)F)nn(C)c3s2)n1C	?	?	184%[activator]	1	?	3%	-11
CC(C)(C)C(=O)N1CCC(O)(CS(=O)(=O)Cc2ccccc2)CC1	445%[activator]	1%	-4%	-3	39%[activator]	-1%	-2
CCCc1n(CC(O)COC2CCCCC2)c2ccccc2[n+]1C (stereo not drawn)	4.1µM*	-8%	0%	-2	-2%	-8%	-16
c1csc(C2=Nn3c(nnc3-c3ccncc3)SC2)c1	53%[activator]	-8%	-12%	-6	-11%	-3%	-5
O=C(NN=C1c2ccccc2-c2ccccc21)c1ccccc1	-1%	2%	-22%	-3	8.3µM*	21%	-21
CC(/C=N\NC(=O)c1ccc(C)nc1)=C\c1ccccc1	?	-9%	-23%	12	?	-1%	39
Cc1ccc2[nH]c3c(=O)n(CC(=O)NCCCN4CCN(c5ccc(F)cc5)CC4)ncc3c2c1	17%	3%&1%	1%	5	?	-2%	-5
Cc1csc(=Nc2ccccc2)n1C	42%[activator]	-12%	-20%	22*	28%	-2%	38
CCc1ccc(CN2CCCC(CNC(=O)c3cc(OC)cc(OC)c3)C2)cc1 (stereo not drawn)	?	0%	91%[activator]	-2	-3%	-4%	-19
O=C(CNC(=S)NC(=O)c1ccc(Cl)cc1)c1ccccc1	26%	-5%	-7%	6	-22%	2%	27
COc1cc2oc(=O)ccc2cc1[C@H](O)[C@@H](O)C(C)(C)O	41%[activator]	0%	-10%	/	37%[activator]	/	/
COc1cccc(N2CCN(C(=O)c3ccc(CSc4nc5ccncc5[nH]4)cc3)CC2)c1	?	26%	-34%	-2	53%[activator]	1%	-8
CC(C)(C)n1cnc(C(N)=O)c1N	13%	?	-7%	-5	-20%	-7%	-4
CCCCOC(=O)c1ccc(NC(=S)NC(=O)c2c(Cl)cnn2C)cc1	41%[activator]	7%	0%	3	134%[activator]	0%	-18
CN=C(C)c1c(O)c2ccccc2oc1=O	/	1%	-28%	18*	26%	4%	20
O=C(NCCc1ccc(Cl)cc1)c1cnccn1	66%[activator]	1%	-13%	17*	9%	5%	9
O=C(NCC1CCCO1)C1CCN(C(=O)c2ccc(Cl)cc2)CC1 (stereo not drawn)	7%	-2%	-14%	-2	/	0%	-10
NS(=O)(=O)c1ccc(CNS(=O)(=O)c2cc(C(=O)O)ccc2Cl)cc1	7%	-7%	-21%	-2	14%	0%	-8
O=c1c(OC2OC(CO)C(O)C(O)C2OC2OC(CO)C(O)C(O)C2O)c(-c2ccc(O)cc2)oc2cc(O)cc(O)c12 (stereo not drawn)	3%	-6%	-33%	-1	?	8%	4
CCOC(=O)c1[nH]c2ccccc2c1NC(=O)C1CCCCC1	-18%	-9%	-6%	4	29%	2%	10
Cc1ccc(CC(=O)Nc2cccc(S(=O)(=O)N3CCOCC3)c2)cc1	57%[activator]	2%	-17%	1	7%	-6%	-3
CCCN(c1ccc(OCC)cc1)S(=O)(=O)c1ccc2c(c1)CCN2C(=O)CCC(=O)O	?	1%	3%	-1	-39%	2%	11
CCC(=O)c1ccc(OCC(=O)OCC(=O)N(C)CC(=O)Nc2ccc(F)cc2)cc1	7%	-1%	4%	/	35%[activator]	/	/
O=C(O)CCN1C(=O)C2C3C=CC(C2C1=O)C1C(=O)N(CCC(=O)O)C(=O)C31 (stereo not drawn)	30%[activator]	8%	-23%	1	-17%	1%	-6
CC(NC(=O)c1cc(F)c(F)cc1Cl)c1ccncc1 (stereo not drawn)	14%	0%	-21%	0	?	-3%	2
COc1ccc(Nc2cc(C)nc(-n3nc(C)cc3C)n2)cc1	?	4%	-15%	1	?	-4%	-6
CCOC(=O)CC(=O)CSc1nc2c(cc1C#N)CCC2	52%[activator]	11%	-25%	14	89%[activator]	-15%	4
O=C(OCc1csc(-c2ccccc2)n1)c1cccs1	/	-12%	-53%	34*	/	-19%	49*
CCC(C)NC(=O)c1ccc2c(Cl)c3c(nc2c1)CCC3 (stereo not drawn)	66%[activator]	11%	39%	28*	6%	-8%	53*
Cc1nnc(-n2cnc3ccccc32)c2ccccc12	20%	-1%	-9%	-3	37%[activator]	3%	-12
CC(=O)c1ccc(NC(=S)NCCc2cccc(Cl)c2)cc1	?	-6%	-27%	27*	17%	0%	78*
COc1ccccc1-c1ccc(SCC(=O)Nc2cc(C)on2)nn1	5%	0%	-6%	25	41%[activator]	1%[11.5 µM]	18
COc1cccc(N(C(C)=O)c2nc(C)cc(C)c2C#N)c1	14%	8%	-18%	-1	?	-4%	1
O=C(C/C=N/OCc1c(Cl)cccc1Cl)c1ccccc1	?	4%	-44%	37*	?	3%	48
COC(=O)c1cc2ccc(OC)c(OC)c2c(=O)s1	19%	-1%	-3%	1	/	5%	-3
Nc1ncc(Br)cc1S(=O)(=O)Nc1ccccc1F	33%	-3%	-12%	17	?	9%	-3
CCC(=NCc1cccnc1)c1c(O)n(-c2ccc(C)cc2)c(=O)[nH]c1=O	-5%	0%	-17%	-1	19%	-5%	7
COc1cc(CC(CC(=O)O)CC(C)OCc2ccccc2)cc(OC)c1 (stereo not drawn)	-9%	-11%	-11%	-2	40%[activator]	-1%	3
NC(N)=NS(=O)(=O)c1ccc(N/C=C/C(=O)c2ccc(Cl)c(Cl)c2)cc1	?	-6%	-41%	2	-25%	-1%	-10
COCCCNCCCCOc1ccc(Br)cc1Cl	?	19%	9%	-5	?	0%	-7
C=C(C)CSC1=C(C#N)C(c2ccccc2Cl)CC(=O)N1 (stereo not drawn)	?	13µM*	-31%	0	?	4%	-9
Cc1cc(C)n(-c2ccc(C(=O)OCc3nnc(-c4ccccc4)o3)cc2)n1	15%	-5%	-13%	3	2%	-6%	35
C=CCN(Cc1nc(-c2ccccc2)no1)C(=O)c1ccco1	-3%	0%	13%	9	11%	-2%	11
Cc1nc(CNS(=O)(=O)c2ccc(F)cc2)cs1	15%	-2%	2%	2	-21%	-1%	-6
CCC1CCCCN1Cc1ccc(CNC(=O)CCc2nnc3ccc(N4CCCCC4)nn23)o1 (stereo not drawn)	?	-3%	23%	0	?	4%	-2
O=C(/C(N=Nc1cccc([N+](=O)[O-])c1)=C(/O)c1ccc(Br)cc1)C(F)(F)F	?	/	-52%	22*	?	7%	86*
CCC(C)C(=O)Nc1nnc(SCC(=O)Nc2ccc(F)cc2)s1 (stereo not drawn)	0%	3%	-15%	-2	12%	-6%	-8
Oc1ccccc1CNCC12CC3CC(CC(C3)C1)C2	0.1µM*	0%	2%	2	0.083µM*	4%	-8
CCOc1ccc(Cn2nnc(C(=O)NCc3ccccc3)c2N)cc1	/	3%	-4%	-5	2%	2%	-16
NC(=O)NC(=O)CSc1cccc(C(F)(F)F)c1	2%	-3%	-12%	-3	-12%	-5%	13
